ssDAF12 agonist: activators of S. stercoralis DAF-12 nuclear receptor | 370,000 compounds, 1% hits | HEK293 ssDAF-12/GRIP1 lit1-tk-luc reporter, luminescence; % of 3 µM dafachronic acid response | activation, % at 6.8 µM | AID 652126;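 active = activation above the mean over all tested compounds plus 3 SD, cut at about 0.9% in these data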;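 note: 0% = DMSO-only wells and 100% = 3 µM delta7-dafachronic acid wells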
DAX1 inh-1: inhibitors of DAX1 repression of SF-1 activated StAR promoter; HEK293T StAR-luciferase reporter, SF-1/DAX-1 repression relief; inhibition, % at 6.8 µM; 370,000 compounds, 1.1% hits; AID 652010;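 active = inhibition above the mean over all tested compounds plus 3 SD, cut at about 3.6% in these data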;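 note: 0% = DAX-1 cells with DMSO and 100% = cells lacking DAX-1 with DMSO; higher inhibition means more luminescence from relief of DAX-1 repression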
PLCg1 inh: blocks human PLC-gamma1 enzyme activity | P19174 | purified PLC-gamma1, fluorogenic substrate, fluorescence | inhibition, % at 12.2 µM | 370,000 compounds, 0.84% hits | AID 720700; in the data active = inhibition above about 9.5%
PLC-beta3 inh: PLC-beta3 (human) inhibition, primary screen; Q01970; Purified PLC-beta3, fluorogenic substrate, fluorescence; inhibition, % at 12.2 µM; 370,000 compounds, 0.18% hits; in the data active = inhibition above about 11%;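 note: 0% = median of compound wells on plate and 100% = full blocker control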
DAX1 inh-2: NR0B1 (DAX1) inhibition | P51843 | HEK293 Gal4-DAX1 luciferase reporter, luminescence | inhibition, % at 6.75 µM | 340,000 compounds, 0.99% hits | AID 504766;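 active = inhibition above the mean over all tested compounds plus 3 SD, cut at about 4.2% in these data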;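 note: 0% = DAX1-transfected cells with DMSO and 100% = empty-vector control cells with DMSO; inhibition shows as a rise in luminescence from relieved DAX1 repression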
ADAM17 inh: inhibits human ADAM17; recombinant ADAM17, EDANS/DABCYL FRET peptide cleavage; inhibition, % at 6.95 µM; 370,000 compounds, 0.83% hits; AID 720648;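 active = inhibition above the mean of compounds lying between control limits plus 3 SD, set per campaign, cut at about 8.5% in these data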;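 note: 0% = DMSO-only wells as the low control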
sPLA2-III inh: Inhibits HGIII-sPLA2 liposome hydrolysis, primary screen; QFRET BODIPY PC-A2 liposome hydrolysis, fluorescence; Q9NZ20; inhibition, % at 12.2 µM; 370,000 compounds, 0.56% hits;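 active = inhibition above mean plus 3 SD of compounds lying within the high and low control bounds, cut at about 19% in these data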;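 note: 0% = median of test compound wells and 100% = no enzyme DMSO wells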
FXN GAA850 act: activators of GAA850 frataxin (FXN) promoter. HEK293 lucGAA850 FXN promoter luciferase reporter, 24 h; percent of 10 µM SAHA response. activation, % at 6 µM. 360,000 compounds, 0.56% hits. AID 540364;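 active = activation above the average of all compounds screened plus 3 SD, cutoff fixed separately per campaign, cut at about 7.5% in these data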;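 note: 0% = DMSO wells and 100% = 10 µM SAHA wells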
ADAM10 inh: inhibitors of human ADAM10 | O14672 | recombinant ADAM10, EDANS/DABCYL FRET peptide cleavage, 3 h | inhibition, % at 7 µM | 370,000 compounds, 0.62% hits | AID 720582;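 active = inhibition above a per-campaign cutoff equal to the mean of compounds falling between control-based bounds plus 3 SD, cut at about 20% in these data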;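 note: 0% = DMSO wells while the 100% control is not disclosed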
hgDAF-12 ag: activates the H. glycines DAF-12 receptor ligand-binding domain; HEK293 GAL4-hgDAF12 UAS-luciferase reporter, agonist luminescence; normalized to butyrate control; activation, % at 6.8 µM; 370,000 compounds, 1.8% hits;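 active = activation above a cutoff set at the mean of all screened compounds plus 3 SD, cut at about 10% in these data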;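 note: 0% = DMSO wells and 100% = sodium butyrate wells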
hcDAF12 agonist: activators of H. contortus DAF-12 nuclear receptor; HEK293 hcDAF-12 lit1-tk-luc reporter, luminescence; 0% DMSO, 100% Δ7-dafachronic acid; 370,000 compounds, 1.4% hits; activation, % at 6.8 µM;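 active = activation above the mean of all tested compounds plus 3 SD, cut at about 5.5% in these data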;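 note: 100% = response to 3 µM Δ7-dafachronic acid high control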
* marks the source's active call; other numbers are inactive results.

How did Cc1cc(/C=N/O)c(C)n1-c1ccccc1 do in these assays?
ssDAF12 agonist: -1.3; DAX1 inh-1: -0.7; PLCg1 inh: -4; PLC-beta3 inh: -9; DAX1 inh-2: 1.3; ADAM17 inh: -1; sPLA2-III inh: 8; FXN GAA850 act: 2.2; ADAM10 inh: -2; hgDAF-12 ag: -0.3; hcDAF12 agonist: 0.6

What do the screens show for `COC(=O)[C@]12C[C@H](CC(=O)NCc3ccc(OC)c(OC)c3)C(=O)N(Cc3cccc4ccccc34)C1=C[C@H](C(C)(C)C)O[C@@H]2C`?
ssDAF12 agonist: -0.8; DAX1 inh-1: -1.5; PLCg1 inh: 3; PLC-beta3 inh: 5; ADAM17 inh: 8.8*; sPLA2-III inh: -9; ADAM10 inh: 20*; hgDAF-12 ag: 0.2; hcDAF12 agonist: -0.5

How did CN(C(=O)c1ccc(NC(=O)Cc2cccc(NC(=O)C3CCN(C(=O)C4CCCCC4)CC3)c2)cc1)C1CC1 do in these assays?
ssDAF12 agonist: -0.9; DAX1 inh-1: -1.6; PLCg1 inh: 2; PLC-beta3 inh: 0; DAX1 inh-2: -0.1; ADAM17 inh: 2; sPLA2-III inh: 1; FXN GAA850 act: 1.3; ADAM10 inh: -30; hgDAF-12 ag: 0.2; hcDAF12 agonist: -1.2

What do the screens show for `O=C(Nc1nccs1)c1ccccc1N=Cc1ccccc1`?
ssDAF12 agonist: -0.1; DAX1 inh-1: 1.7; PLCg1 inh: inactive; PLC-beta3 inh: inactive; DAX1 inh-2: 0.8; ADAM17 inh: -479; sPLA2-III inh: -1; FXN GAA850 act: 0.4; ADAM10 inh: inactive; hgDAF-12 ag: 7.7; hcDAF12 agonist: 0.4

How did Cc1ccc(S(=O)(=O)NC(C)C(=O)OCC(=O)N(C)c2ccccc2)cc1 (stereo not given) do in these assays?
ssDAF12 agonist: -0.6; DAX1 inh-1: -0.4; PLCg1 inh: 5; PLC-beta3 inh: -1; DAX1 inh-2: 0.0; ADAM17 inh: -3; sPLA2-III inh: -3; FXN GAA850 act: 0.2; ADAM10 inh: -7; hgDAF-12 ag: -0.8; hcDAF12 agonist: 2.4

Results for CC(=O)NC(CC(=O)NCCN1C(=O)S/C(=C\c2ccccc2)C1=O)c1ccccc1 (stereo not given) ?
ssDAF12 agonist: -1.4; DAX1 inh-1: 0.0; PLCg1 inh: 1; PLC-beta3 inh: -7; DAX1 inh-2: 1.8; ADAM17 inh: -7; sPLA2-III inh: 10; FXN GAA850 act: 0.3; ADAM10 inh: -7; hgDAF-12 ag: 1.5; hcDAF12 agonist: 1.8

What do the screens show for `CCC(=O)OCCCN1C(=O)CCC12CCC(c1ccccc1)CC2` (stereo not given)?
ssDAF12 agonist: -0.7; DAX1 inh-1: 0.1; PLCg1 inh: 1; PLC-beta3 inh: 0; ADAM17 inh: 0; sPLA2-III inh: -1; ADAM10 inh: 6; hgDAF-12 ag: -0.7; hcDAF12 agonist: -1.9

Results for COc1ccc(-c2noc(CSc3nnc(Cc4ccccc4)n3-c3ccc(Cl)cc3)n2)cc1 ?
ssDAF12 agonist: -2.1; DAX1 inh-1: -0.2; PLCg1 inh: 2; PLC-beta3 inh: -2; DAX1 inh-2: 0.0; ADAM17 inh: 4; sPLA2-III inh: -21; FXN GAA850 act: -0.8; ADAM10 inh: 12; hgDAF-12 ag: 1.8; hcDAF12 agonist: -1.9

How did CCOC(=O)N(C)c1c(CC)nc2c(OCc3ccc(OC(F)F)cc3)cccn12 do in these assays?
ssDAF12 agonist: -1.2; DAX1 inh-1: -1.4; PLCg1 inh: -3; PLC-beta3 inh: -4; ADAM17 inh: 1; sPLA2-III inh: -6; FXN GAA850 act: -5.0; ADAM10 inh: -2; hgDAF-12 ag: -2.9; hcDAF12 agonist: -2.7

Results for Cc1ccc2[nH]c(-c3ccccc3)cc(=O)c2c1 ?
ssDAF12 agonist: 3.5*; DAX1 inh-1: 2.7; PLCg1 inh: -16; PLC-beta3 inh: -21; DAX1 inh-2: 1.0; ADAM17 inh: -25; sPLA2-III inh: 9; FXN GAA850 act: 2.4; ADAM10 inh: -81; hgDAF-12 ag: 4.6; hcDAF12 agonist: 13*

How did CC(C)c1nnc(NC(=O)CCC(=O)NC2CC2)s1 do in these assays?
ssDAF12 agonist: -1.2; DAX1 inh-1: 0.6; PLCg1 inh: 1; PLC-beta3 inh: -2; DAX1 inh-2: -0.1; ADAM17 inh: -3; sPLA2-III inh: 2; FXN GAA850 act: 1.1; ADAM10 inh: -5; hgDAF-12 ag: 0.2; hcDAF12 agonist: -0.5

What do the screens show for `CC(C)CC1NC(=O)c2ccccc2-n2c1nc1ccccc1c2=O` (stereo not given)?
ssDAF12 agonist: -0.9; DAX1 inh-1: -0.2; PLCg1 inh: 4; PLC-beta3 inh: 2; ADAM17 inh: 0; sPLA2-III inh: 8; ADAM10 inh: 13; hgDAF-12 ag: 1.0; hcDAF12 agonist: -0.9

What do the screens show for `COc1ccc(N(C(=O)c2ccco2)C(C(=O)NC2CCCC2)c2ccc(N3CCOCC3)cc2)c(OC)c1` (stereo not given)?
ssDAF12 agonist: -1.4; DAX1 inh-1: 0.4; PLCg1 inh: -3; PLC-beta3 inh: -4; DAX1 inh-2: 0.0; ADAM17 inh: -3; sPLA2-III inh: 0; FXN GAA850 act: 0.5; ADAM10 inh: -5; hgDAF-12 ag: 1.5; hcDAF12 agonist: 0.9

Results for CC(=O)c1sc(NC(=O)COc2ccc([N+](=O)[O-])cc2)nc1C ?
ssDAF12 agonist: -0.9; DAX1 inh-1: 0.2; PLCg1 inh: -4; PLC-beta3 inh: 1; DAX1 inh-2: 0.3; ADAM17 inh: -3; sPLA2-III inh: -4; FXN GAA850 act: -0.2; ADAM10 inh: 5; hgDAF-12 ag: 0.4; hcDAF12 agonist: -0.9

What do the screens show for `O=C(Nc1nc(-c2ccc3c(c2)OCCO3)cs1)C1CCCC1`?
ssDAF12 agonist: -0.6; DAX1 inh-1: 4.7*; PLCg1 inh: -4; PLC-beta3 inh: -7; DAX1 inh-2: 5.8*; ADAM17 inh: -3; sPLA2-III inh: 9; FXN GAA850 act: 5.2; ADAM10 inh: 0; hgDAF-12 ag: 8.2; hcDAF12 agonist: 4.9

What do the screens show for `Cc1nn(C)cc1-c1n[nH]c(=S)n1-c1ccc(Cl)cc1`?
ssDAF12 agonist: -1.3; DAX1 inh-1: -0.1; PLCg1 inh: 2; PLC-beta3 inh: 3; DAX1 inh-2: 0.8; ADAM17 inh: -1; sPLA2-III inh: -2; FXN GAA850 act: -0.9; ADAM10 inh: -2; hgDAF-12 ag: -1.4; hcDAF12 agonist: 0.9

What do the screens show for `CC1Cc2ccccc2N1C(=S)Nc1ccc(S(N)(=O)=O)cc1` (stereo not given)?
ssDAF12 agonist: -1.0; DAX1 inh-1: 0.0; PLCg1 inh: 0; PLC-beta3 inh: 0; DAX1 inh-2: 1.0; ADAM17 inh: -2; sPLA2-III inh: 12; FXN GAA850 act: -1.0; ADAM10 inh: -10; hgDAF-12 ag: -0.2; hcDAF12 agonist: 2.0

What do the screens show for `O=C(CN(CC1CCCO1)C(=O)CNS(=O)(=O)c1ccc(F)cc1)NCCc1ccccc1` (stereo not given)?
ssDAF12 agonist: -1.1; DAX1 inh-1: 0.0; PLCg1 inh: -1; PLC-beta3 inh: -4; DAX1 inh-2: 0.8; ADAM17 inh: 0; sPLA2-III inh: 2; FXN GAA850 act: 1.8; ADAM10 inh: -4; hgDAF-12 ag: -1.1; hcDAF12 agonist: -0.8

What do the screens show for `CC(C)C[C@H]1CN(CCCC[C@H]2CNC(=O)C(=O)N2CCc2ccc(O)cc2)C(=O)C(=O)N1CCc1ccccc1`?
ssDAF12 agonist: -0.7; DAX1 inh-1: 1.2; PLCg1 inh: 1; PLC-beta3 inh: -2; ADAM17 inh: 0; sPLA2-III inh: -8; ADAM10 inh: -4; hgDAF-12 ag: 0.6; hcDAF12 agonist: -0.4

What do the screens show for `COc1ccc(NC(=O)CSc2nc3c(c(=O)n2-c2ccc(F)cc2)SCC3)c(OC)c1`?
ssDAF12 agonist: -1.4; DAX1 inh-1: -1.1; PLCg1 inh: -3; PLC-beta3 inh: -5; DAX1 inh-2: 1.0; ADAM17 inh: -5; sPLA2-III inh: 3; FXN GAA850 act: 0.0; ADAM10 inh: -6; hgDAF-12 ag: 1.0; hcDAF12 agonist: -2.1

What do the screens show for `FC(F)Sc1ccc(-n2c(-c3ccc(Cl)cc3)c[n+]3c2CCC3)cc1`?
ssDAF12 agonist: -1.4; DAX1 inh-1: -1.2; PLCg1 inh: 0; PLC-beta3 inh: -3; DAX1 inh-2: 2.2; ADAM17 inh: -1; sPLA2-III inh: -6; FXN GAA850 act: -1.5; ADAM10 inh: -2; hgDAF-12 ag: 0.4; hcDAF12 agonist: 0.6

How did COc1ccc([C@@H]2C[C@H]3[C@@H](CN2S(=O)(=O)c2ccccc2)C(=O)C[C@@H](c2ccc(OC)cc2)N3S(=O)(=O)c2ccccc2)cc1 do in these assays?
ssDAF12 agonist: -1.7; DAX1 inh-1: 1.0; PLCg1 inh: -1; PLC-beta3 inh: 2; ADAM17 inh: 3; sPLA2-III inh: -12; ADAM10 inh: 9; hgDAF-12 ag: -3.1; hcDAF12 agonist: -0.3

How did Cc1ccc[n+](CC(=O)c2ccc(NC(=O)c3ccccc3)cc2)c1C do in these assays?
ssDAF12 agonist: -1.3; DAX1 inh-1: 0.4; PLCg1 inh: -16; PLC-beta3 inh: -27; ADAM17 inh: -2; sPLA2-III inh: 15; FXN GAA850 act: 0.7; ADAM10 inh: -3; hgDAF-12 ag: -1.7; hcDAF12 agonist: -2.2

How did CCN(CC(=O)Nc1c(F)cccc1F)C(=O)Cc1sc(C)nc1-c1ccc(F)cc1 do in these assays?
ssDAF12 agonist: -0.9; DAX1 inh-1: -1.3; PLCg1 inh: 1; PLC-beta3 inh: -9; DAX1 inh-2: -1.7; ADAM17 inh: -7; sPLA2-III inh: 1; FXN GAA850 act: -0.6; ADAM10 inh: -14; hgDAF-12 ag: 0.8; hcDAF12 agonist: -1.4

Results for CCOC(=O)C1=CN(CC)CCC1=O ?
ssDAF12 agonist: -0.6; DAX1 inh-1: -0.7; PLCg1 inh: 2; PLC-beta3 inh: 2; DAX1 inh-2: 0.4; ADAM17 inh: -7; sPLA2-III inh: 6; FXN GAA850 act: -0.6; ADAM10 inh: -19; hgDAF-12 ag: 1.3; hcDAF12 agonist: 1.1

What do the screens show for `COc1cc2c(cc1OC)CN(C(=O)C1CCN(S(=O)(=O)c3ccccc3F)CC1)CC2`?
ssDAF12 agonist: -0.7; DAX1 inh-1: -0.2; PLCg1 inh: -2; PLC-beta3 inh: -12; DAX1 inh-2: 1.4; ADAM17 inh: -5; sPLA2-III inh: -3; FXN GAA850 act: 1.5; ADAM10 inh: -5; hgDAF-12 ag: -0.9; hcDAF12 agonist: -1.7

Compound activity as filed in PubChem BioAssay.
